# KKLEB cytotox = reduces viability of KKLEB cystic fibrosis airway cells; KKLEB CF airway cells viability, ATPlite luminescence, overnight; stronger effect = lower value; cells stimulated with P. aeruginosa culture filtrate; activity change (cytotoxicity), % at 5 µM; 360,000 compounds, 0.36% hits; AID 602141;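 active means corrected activity change at or below -50% at 5 µM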
# TWEAK Fn14 block = TWEAK-Fn14 signaling inhibition. 360,000 compounds, 2% hits. AID 1159606. inhibition, % at 10 µM. TWEAK-stimulated Fn14 reporter cells, luciferase luminescence, 8 h; in the data active means inhibition above about 50%
# TROY signal inh = inhibitors of TROY-dependent NF-kB signaling; inhibition, % at 10 µM; 360,000 compounds, 0.98% hits; Q293 LMP1-TROYcd NF-kB luciferase reporter, 4 h; AID 1347056;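 active means compounds whose plate-normalised and pattern-corrected inhibition of the luciferase reporter signal at the single screening dose is 50% or more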
# NCOA1 inh = inhibitors of human steroid receptor coactivator 1 (SRC1) | Q15788 | HEK293 GAL4-SRC1 luciferase reporter, luminescence | inhibition, % at 3.6 µM | 360,000 compounds, 0.12% hits | AID 588354;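 active means inhibition above the campaign mean plus 3 SD, with each screening campaign given its own cutoff, cut at about 60% in these data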;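 further: 0% = DMSO treated cells and 100% = gossypol at 36 µM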
# COUP-TFII inh = inhibitors of human COUP-TFII (NR2F2) | HEK293T NGFI-A luciferase reporter, luminescence | inhibition, % at 8.6 µM | P24468 | 370,000 compounds, 0.7% hits;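 active means inhibition above a per-plate cutoff, mean inhibition of test wells between control levels plus 3 SD, cut at about 38% in these data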;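 further: cells cotransfected with COUP-TFII expression vector driving the NGFI-A reporter; 0% = median of COUP-TF2 test wells and 100% = reporter-only cells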
# Target sequence (P24468 whole entry, looked up): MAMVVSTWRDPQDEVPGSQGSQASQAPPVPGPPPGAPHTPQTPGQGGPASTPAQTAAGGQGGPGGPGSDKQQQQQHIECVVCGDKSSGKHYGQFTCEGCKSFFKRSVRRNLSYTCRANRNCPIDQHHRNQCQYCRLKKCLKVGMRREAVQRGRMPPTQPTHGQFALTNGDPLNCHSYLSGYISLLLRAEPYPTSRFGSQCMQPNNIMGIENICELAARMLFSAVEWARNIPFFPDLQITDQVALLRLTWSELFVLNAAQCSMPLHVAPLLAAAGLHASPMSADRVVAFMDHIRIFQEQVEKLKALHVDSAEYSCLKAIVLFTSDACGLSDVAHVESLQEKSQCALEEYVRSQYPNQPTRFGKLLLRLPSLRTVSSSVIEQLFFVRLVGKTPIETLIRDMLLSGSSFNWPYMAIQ
# SRC2 inh = human SRC2 (NCOA2) inhibition; HEK293 GAL4-SRC2 luciferase reporter, luminescence; Q15596; 370,000 compounds, 0.17% hits; inhibition, % at 9 µM;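 active means inhibition above the mean inhibition of all tested compounds plus 3 SD, set per campaign, cut at about 52% in these data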;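 further: 0% = DMSO treated cells and 100% = cells given Gossypol at 36 µM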
# CF NFkB inh = blocks PAF-induced NF-kB reporter in cystic fibrosis cells. KKLEB NF-kB-GFP reporter, GFP fluorescence overnight. inhibition, % at 5 µM. 360,000 compounds, 0.86% hits;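 active means at least 50% inhibition at 5 µM, scaled per plate between neutral and stimulator controls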;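 further: PAF is a Pseudomonas aeruginosa culture filtrate used as stimulus; plate controls were PAF-stimulated DMSO wells for no effect and unstimulated DMSO wells for full effect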
# NR5A2 inv ag = inverse agonists of human LRH-1 (NR5A2); O00482; HEK293T StAR-luciferase reporter, LRH-1 transfected, 24 h; inhibition, % at 3.6 µM; 360,000 compounds, 0.13% hits; AID 602396;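 active means inhibition above the mean inhibition of all tested compounds plus 3 SD, cut at about 73% in these data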;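 further: 0% = DMSO wells and 100% = reporter-only cells lacking LRH-1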
# Target sequence (O00482 whole entry, looked up): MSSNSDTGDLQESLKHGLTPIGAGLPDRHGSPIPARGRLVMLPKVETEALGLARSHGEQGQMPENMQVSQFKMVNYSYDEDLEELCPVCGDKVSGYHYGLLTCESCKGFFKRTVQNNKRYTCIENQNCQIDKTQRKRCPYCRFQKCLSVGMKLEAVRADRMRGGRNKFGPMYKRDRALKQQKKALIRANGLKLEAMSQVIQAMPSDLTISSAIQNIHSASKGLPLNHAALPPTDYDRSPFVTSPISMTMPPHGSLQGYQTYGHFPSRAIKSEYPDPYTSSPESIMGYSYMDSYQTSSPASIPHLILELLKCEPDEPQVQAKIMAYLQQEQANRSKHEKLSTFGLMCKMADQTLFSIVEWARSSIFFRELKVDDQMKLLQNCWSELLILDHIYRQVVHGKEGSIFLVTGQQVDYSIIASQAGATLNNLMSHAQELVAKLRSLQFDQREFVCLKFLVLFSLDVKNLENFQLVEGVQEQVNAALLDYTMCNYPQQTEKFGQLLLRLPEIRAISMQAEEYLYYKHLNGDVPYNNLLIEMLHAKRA
# SRC3 inh = inhibits human SRC3 coactivator; HEK293 GAL4-SRC3 luciferase reporter, luminescence; 360,000 compounds, 0.17% hits; Q9Y6Q9; AID 588352; inhibition, % at 3.6 µM;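 active means inhibition above a per-campaign cutoff, the mean of all compounds plus 3 SD, cut at about 60% in these data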;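 further: 0% = DMSO-treated cells and 100% = gossypol-treated cells at 36 µM; higher means less SRC3-driven luciferase light from the GAL4 reporter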
# EBV LMP1 NFkB = inhibitors of Epstein-Barr LMP1-induced NF-kappaB reporter; LMP1-induced NF-kappaB luciferase reporter cells, luminescence; inhibition, % at 12.5 µM; 350,000 compounds, 0.69% hits; in the data active means inhibition above about 41%;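 further: 0% = neutral control wells and 100% = reference inhibitor control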
# C8 TRAIL sens = caspase-8 TRAIL sensitization; 360,000 compounds, 1% hits; NB7+C8 cells + TRAIL, ATPlite viability luminescence; inhibition (viability loss, TRAIL sensitization), % at 10 µM;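 active means compounds causing at least 50% loss of cell viability in the single-dose screen, relative to plate controls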
# Active calls of the source: *; x = no result given.
SMILES,KKLEB cytotox,TWEAK Fn14 block,TROY signal inh,NCOA1 inh,COUP-TFII inh,SRC2 inh,CF NFkB inh,NR5A2 inv ag,SRC3 inh,EBV LMP1 NFkB,C8 TRAIL sens
O=C1C2CCCN2C(=O)N1CCN1CCN(c2cccc(C(F)(F)F)c2)CC1 (stereo not drawn),6,-8,17,6,-11,17,-8,-6,10,4,16
CCN(Cc1ccccc1)Cc1nc(CCc2ccccc2)no1,5,-18,-7,-7,0,4,8,2,10,0,5
CCOC(=O)c1c(NC(=O)CSc2nc3c(c(=O)n(C)c(=O)n3C)n2CC)sc(C)c1C,-20,-16,5,-6,-14,-5,16,15,8,-4,-7
Cc1cc2c(c(C)c1Cl)C(c1ccc3c(c1)OCO3)CC(=O)O2 (stereo not drawn),10,12,10,14,-18,3,20,18,7,7,-1
C=CCSc1nnc(-c2ccncc2)n1-c1ccc(OCC)cc1,-7,5,-7,-11,7,-13,-12,18,22,1,-4
O=C(Nc1cccc(F)c1)C1CCN(C(=O)N2CCOc3ccccc32)CC1,-15,9,13,-39,-3,20,12,-9,-35,84*,-8
CCCCCCCCCOC(=O)C1N2C(=O)[C@@H](NC(=O)COc3ccccc3)[C@H]2SC1(C)C (stereo partly drawn),-13,9,0,10,-19,5,18,12,16,3,0
CCOC(=O)C1CCCN(c2c(NCCc3cccc(C)c3)c(=O)c2=O)C1 (stereo not drawn),6,-21,3,-3,12,18,-8,2,15,32,-7
CCN1CCN(Cc2ccc(OC)c(OCc3ccccc3)c2)CC1,-1,2,2,-6,-3,-23,3,5,-9,4,-3
COc1cc(CNCc2ccc3c(c2)OCO3)c([N+](=O)[O-])cc1OC,5,-2,8,-30,-21,10,0,4,2,-1,1
CCOC(=O)CNS(=O)(=O)c1cc(-c2nn(C)c(=O)c3ccccc23)ccc1C,0,-15,-1,-23,19,-31,12,19,-4,1,26
O=C(NC1CCCCC1)c1cc(-c2ccc(Cl)cc2)on1,-3,-17,-34,-6,-4,20,-15,15,-9,-17,-5
COc1ccc2c(c1)-c1nc(/N=C/c3ccc(O)cc3)sc1CC2,0,-6,6,-8,-15,-21,18,-4,22,7,-3
O=C(NCc1cccs1)C1CCCN1C(=O)Nc1ccccc1 (stereo not drawn),8,-7,0,1,-1,32,-18,19,14,5,3
CCc1nnc(NC(=O)CN2CCN(Cc3ccccc3Cl)CC2)s1,-7,-23,14,-4,-9,-10,-9,-11,-9,3,1

# Entries of single compounds as entered above.
# COc1cc(CNCc2ccc3c(c2)OCO3)c([N+](=O)[O-])cc1OC is listed with KKLEB cytotox: 5; TWEAK Fn14 block: -2; TROY signal inh: 8; NCOA1 inh: -30; COUP-TFII inh: -21; SRC2 inh: 10; CF NFkB inh: 0; NR5A2 inv ag: 4; SRC3 inh: 2; EBV LMP1 NFkB: -1; C8 TRAIL sens: 1
# O=C(Nc1cccc(F)c1)C1CCN(C(=O)N2CCOc3ccccc32)CC1 is listed with KKLEB cytotox: -15; TWEAK Fn14 block: 9; TROY signal inh: 13; NCOA1 inh: -39; COUP-TFII inh: -3; SRC2 inh: 20; CF NFkB inh: 12; NR5A2 inv ag: -9; SRC3 inh: -35; EBV LMP1 NFkB: 84*; C8 TRAIL sens: -8
# O=C(NCc1cccs1)C1CCCN1C(=O)Nc1ccccc1 (stereo not drawn) is listed with KKLEB cytotox: 8; TWEAK Fn14 block: -7; TROY signal inh: 0; NCOA1 inh: 1; COUP-TFII inh: -1; SRC2 inh: 32; CF NFkB inh: -18; NR5A2 inv ag: 19; SRC3 inh: 14; EBV LMP1 NFkB: 5; C8 TRAIL sens: 3

# Additional structures:
SMILES,KKLEB cytotox,TWEAK Fn14 block,TROY signal inh,NCOA1 inh,COUP-TFII inh,SRC2 inh,CF NFkB inh,NR5A2 inv ag,SRC3 inh,EBV LMP1 NFkB,C8 TRAIL sens
CC1=C(C(N)=O)C(c2cccc(OCc3ccccc3)c2)n2nnnc2N1 (stereo not drawn),-5,8,1,-1,-9,11,-2,10,4,-1,-15
Cc1cc(C(C)(C)C)oc1C(=O)O,0,-4,16,-3,-10,-7,-5,4,6,2,7
CCCCn1c(N)c(N(CC(C)C)C(=O)CSCc2ccc(Cl)c(Cl)c2)c(=O)[nH]c1=O,-6,-10,-15,-4,-9,-10,16,1,-7,1,1
NC(=O)CSc1nnc(-c2ccco2)n1-c1ccccc1,-3,-9,-10,3,4,-5,-5,-2,-4,-7,-5
Cc1ccc(OCCC(=O)OCC(=O)Nc2ccc(Cl)cn2)cc1,-1,-15,-5,-2,5,-8,9,3,-10,6,-1
CC1CCCN(C(=O)Cn2nnc(-c3cccnc3)n2)C1 (stereo not drawn),-5,2,-5,12,-6,-28,6,-5,4,-1,3
Cc1ccc2nc(-c3ccccc3)cc(C(=O)Nc3cccnc3)c2c1,2,-1,-28,-2,1,-8,-20,16,-15,4,9
CC(NC(=O)c1nn(C)c(=O)c2ccccc12)c1ccccc1 (stereo not drawn),3,0,7,-1,2,2,-21,-7,13,-6,3
CCN1CCN(c2ccc(N=Cc3ccccc3O)cc2)CC1,-8,32,14,-12,-15,13,19,9,8,-5,-7
CCC1CCCCN1S(=O)(=O)c1c(C)n(C)c(=O)n(C)c1=O (stereo not drawn),22,2,-21,-6,1,-48,-22,7,19,2,-7
CCN(C(=O)CSc1nnc(-c2ccccc2OC)n1N)c1c(N)n(Cc2ccccc2)c(=O)[nH]c1=O,-8,16,-5,-7,0,-34,-25,-15,16,1,1
Cn1c(=O)oc2cc(S(=O)(=O)N3CCCC(C(=O)Nc4ccccn4)C3)ccc21 (stereo not drawn),-2,12,-18,-16,9,-12,-2,-7,-8,-5,-7
CC[C@]1(C(=O)OC)[C@H]2C(=O)N(Cc3ccccc3)C(=O)[C@H]2[C@H]2CN=C(SCc3ccc(Cl)cc3)N21,-2,28,6,-19,x,x,16,-5,3,88*,10
COC(=O)c1cc(NC(=O)Cn2nc(C)n3cccc3c2=O)cc(C(=O)OC)c1,12,3,-13,-16,-13,12,-20,-34,-31,-2,2
O=C(c1cc2ccccc2oc1=O)N(Cc1ccco1)CC1CCCO1 (stereo not drawn),-14,-4,-10,3,1,-10,-8,11,-3,-2,0
Cc1ccccc1NC(=O)C(C)OC(=O)C1CC(=O)N(Cc2ccco2)C1 (stereo not drawn),-1,-2,5,-17,-15,25,17,-11,17,2,-8
COc1ccc(CNC(=O)CC(NC(N)=O)c2ccccc2Cl)cc1OC (stereo not drawn),8,7,-10,-9,2,6,-16,-6,-9,2,0
CC1CN(CC(O)COc2ccc(C#N)cc2)CCN1CC(O)COc1ccc(C#N)cc1 (stereo not drawn),-5,9,20,12,-5,8,2,14,8,-4,6
COc1cccc(NC(=O)CN(C)C(C)C(=O)NC(=O)NC2CCCCC2)c1 (stereo not drawn),3,11,-11,-5,0,14,7,3,11,-5,-9
Cc1cc(C)n(-c2ccc3cccc(NS(C)(=O)=O)c3n2)n1,3,-3,2,-12,-4,-17,10,17,5,-6,-1
CC(=O)Nc1ccc(S(=O)(=O)c2ccc([N+](=O)[O-])cc2)cc1,-16,-11,-3,4,-15,5,1,9,-2,2,-9
O=C(COc1ccc(-c2nnco2)cc1)Nc1cc([N+](=O)[O-])ccc1F,-1,10,-6,4,6,3,-9,0,-30,0,-7
Cc1cc(Nc2ccc(F)cc2Cl)n2nc(C)nc2n1,20,23,-12,-1,3,-46,-9,11,10,-8,10
O=C(CN1CCN(S(=O)(=O)c2ccc(Cl)cc2)CC1)NCC1(N2CCOCC2)CCCCC1,-4,0,-3,-30,-11,-19,5,30,3,-4,-5
CC(=O)Nc1cccc(C(=O)Nc2cc(C(F)(F)F)ccc2-n2cncn2)c1,-4,-3,-6,12,6,9,-13,10,13,6,-11
COc1cc(OC)cc(C(=O)NNC(=O)Cc2ccc(OC)c(S(=O)(=O)N3CCOCC3)c2)c1,1,-19,10,-24,-13,-6,18,7,9,0,-6
N=c1sccn1CC(=O)NCc1ccc(Cl)cc1Cl,-8,-12,-1,-1,4,3,8,0,-7,-4,-1
CCOC(=O)NC(=O)/C(N=Nc1ccc(C(F)(F)F)cc1)=C(\C)O,-22,3,-1,8,2,14,5,11,29,3,6
c1ccc(-n2nnnc2OCCOc2nnnn2-c2ccccc2)cc1,2,-14,-1,7,3,11,4,34,-6,-4,-10
Nc1ccc(Cl)c(S(=O)(=O)Nc2ccc(Cl)cc2)c1,-4,12,12,-4,19,-1,10,9,18,-2,8

# Looked up by compound from the list above, 2 records:
SMILES,KKLEB cytotox,TWEAK Fn14 block,TROY signal inh,NCOA1 inh,COUP-TFII inh,SRC2 inh,CF NFkB inh,NR5A2 inv ag,SRC3 inh,EBV LMP1 NFkB,C8 TRAIL sens
O=C(CN1CCN(S(=O)(=O)c2ccc(Cl)cc2)CC1)NCC1(N2CCOCC2)CCCCC1,-4,0,-3,-30,-11,-19,5,30,3,-4,-5
CC1=C(C(N)=O)C(c2cccc(OCc3ccccc3)c2)n2nnnc2N1 (stereo not drawn),-5,8,1,-1,-9,11,-2,10,4,-1,-15

# The list continues.
SMILES,KKLEB cytotox,TWEAK Fn14 block,TROY signal inh,NCOA1 inh,COUP-TFII inh,SRC2 inh,CF NFkB inh,NR5A2 inv ag,SRC3 inh,EBV LMP1 NFkB,C8 TRAIL sens
O=C(COc1ccc([N+](=O)[O-])cc1)N(C1CCCCC1)C1CCS(=O)(=O)C1 (stereo not drawn),8,-6,-7,2,11,10,-26,-15,-16,-3,10
CCn1cc([N+](=O)[O-])c(C(=O)N2N=C3/C(=C/c4cccs4)CCCC3C2c2cccs2)n1 (stereo not drawn),-20,5,2,-19,-4,1,5,7,-3,-8,-17
CCOc1ccc(NC(=O)Nc2cnccn2)cc1,-6,4,-23,4,5,-34,26,-14,-25,-11,8
C[C@H]1CN([C@@H](C)CO)S(=O)(=O)c2ccc(C#CC(C)(C)O)cc2O[C@H]1CN(C)Cc1ccccc1,-3,-4,-4,-7,-2,5,-13,4,-22,4,-13
O=C(/C=C/c1ccccc1)N1CCOCC1,6,14,-19,-79,-4,-5,-17,-13,-26,1,-19
COc1ccc(C(=O)N/C(=C/c2cccnc2)C(=O)N2CCCCCC2)cc1OC,-2,13,-32,0,-17,15,-6,-3,20,-3,15
Cn1nnnc1SCC(=O)Nc1ccc(Cl)c(S(=O)(=O)N2CCOCC2)c1,-9,-5,12,-56,0,-6,-21,1,5,-10,-35
COC(=O)c1sc(N)c(C(=O)OC)c1COC(=O)[C@@H](NS(=O)(=O)c1cccc(Cl)c1)C(C)C,-16,13,-13,-8,-11,8,2,13,8,-11,9
